Source: PubChem BioAssay (The Scripps Research Institute Molecular Screening Center)
UHRF1 binding: UHRF1 methylated DNA binding inhibitors, primary screen, counter-screen for MBD2 inhibitor project, biochemical, TR-FRET, human UHRF1, single concentration. UHRF1 binding to methylated oligo. inhibition, % at 4.4 µM. hit rate 0.75% among 370,000. AID 687016, 2013; in the data active = inhibition above about 21%;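 note: UHRF1 SRA domain binding a hemimethylated CpG hairpin DNA probe; 0% = median of test compound wells and 100% = reference inhibitor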
TDP2 inh: human TDP2 enzyme inhibitors, primary screen, biochemical, epi absorbance, recombinant enzyme; inhibition, % at 12.8 µM; T5PNP hydrolysis, p-nitrophenol absorbance 415 nm; AID 720702, 2013; Tyrosyl-DNA phosphodiesterase 2 (Homo sapiens), O95551; hit rate 0.34% among 370,000;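 active = inhibition above the mean of all tested compounds plus 3 SD, set per campaign, cut at about 25% in these data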;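 note: 0% = DMSO with enzyme and 100% = buffer with substrate but no TDP2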
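System – recombinant human TDP2 · Quantity – TDP2 enzyme at 120 nM final · Doses – single concentration, 12.8 µM nominal, with 1% DMSO · Incubation – 2 h at 37 °C · Measured by – epi absorbance of p-nitrophenol freed from T5PNP by hydrolysis · Read-out – % inhibition relative to enzyme-containing and enzyme-free wells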
HTRA1 inh: HTRA1 serine protease inhibitors, primary screen, biochemical, fluorescence polarization, HTS; recombinant HTRA1, FP-rhodamine activity-based probe; inhibition, % at 5.96 µM; hit rate 0.5% among 340,000; in the data active = inhibition above about 36%;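 note: 0% = enzyme with DMSO and 100% = wells lacking enzyme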
PRMT1 inh: PRMT1 methyltransferase inhibitors, primary screen, biochemical, fluorescence polarization | Protein arginine N-methyltransferase 1 (Homo sapiens), Q99873 | recombinant PRMT1, activity-based probe fluorescence polarization | inhibition, % at 2.79 µM | hit rate 1.3% among 370,000;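 active = inhibition above about 21% made by adding two undisclosed values, limit read from the data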
TCR-CD3 inh: inhibitors of human TCR-CD3 interaction, primary screen, biochemical, fluorescence, TAMRA-labeled TCR probe | AID 651800, 2012 | inhibition, % at 9.4 µM | hit rate 0.37% among 360,000; in the data active = inhibition above about 19%;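 note: recombinant mutant TCR 2C K166C tagged with TAMRA read by polarization; 0% = receptor in buffer alone and 100% = receptor with positive control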
PG9 binder: binders of HIV-1 gp120 antibody PG9, primary screen, biochemical, TR-FRET | inhibition, % at 6.7 µM | AID 624416, 2012 | HIV-1 gp120 / PG9 antibody interaction | hit rate 0.43% among 360,000 | TR-FRET gp120-PG9 antibody binding; in the data active = inhibition above about 8.5%
SIAE inh: human SIAE inhibitors, primary screen, biochemical, fluorescence polarization, FP-Rh probe, 1536-well HTS; Sialate O-acetylesterase (Homo sapiens), Q9HAT2; SIAE FP-Rh probe binding; inhibition, % at 9.66 µM; hit rate 0.69% among 370,000; AID 1053197, 2014;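 active = inhibition above a cutoff: mean of compounds within the control limits plus 3 SD of those, cut at about 17% in these data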;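 note: 0% = plate median of compound wells and 100% = probe without SIAE protein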
Target sequence (Q9HAT2 whole entry, looked up): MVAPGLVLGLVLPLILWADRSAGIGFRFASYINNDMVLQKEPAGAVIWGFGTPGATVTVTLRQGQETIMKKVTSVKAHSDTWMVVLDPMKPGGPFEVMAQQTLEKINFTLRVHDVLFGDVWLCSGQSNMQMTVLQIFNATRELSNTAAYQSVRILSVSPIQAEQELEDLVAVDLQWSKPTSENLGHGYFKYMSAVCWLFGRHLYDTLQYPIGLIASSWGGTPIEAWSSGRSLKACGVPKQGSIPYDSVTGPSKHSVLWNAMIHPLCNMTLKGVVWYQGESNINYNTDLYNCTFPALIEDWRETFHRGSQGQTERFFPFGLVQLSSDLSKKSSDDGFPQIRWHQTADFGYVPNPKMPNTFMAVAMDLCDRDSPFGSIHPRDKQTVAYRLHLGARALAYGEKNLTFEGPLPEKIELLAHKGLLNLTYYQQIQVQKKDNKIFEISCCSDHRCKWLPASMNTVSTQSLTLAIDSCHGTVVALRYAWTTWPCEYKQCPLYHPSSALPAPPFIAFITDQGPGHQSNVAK
mABHD4 FP: ABHD4 inhibitors, primary screen, biochemical, fluorescence polarization, mouse. (Lyso)-N-acylphosphatidylethanolamine lipase (Mus musculus), Q8VD66. purified mABHD4, FP-Rh probe fluorescence polarization. inhibition, % at 8.92 µM. hit rate 0.54% among 370,000. AID 720543, 2013;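 active = inhibition exceeding the mean over every tested compound plus 3 SD, cut at about 30% in these data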;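 note: 0% = plate median of compound wells and 100% = S159A mutant with DMSO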
Target sequence (Q8VD66 whole entry, looked up): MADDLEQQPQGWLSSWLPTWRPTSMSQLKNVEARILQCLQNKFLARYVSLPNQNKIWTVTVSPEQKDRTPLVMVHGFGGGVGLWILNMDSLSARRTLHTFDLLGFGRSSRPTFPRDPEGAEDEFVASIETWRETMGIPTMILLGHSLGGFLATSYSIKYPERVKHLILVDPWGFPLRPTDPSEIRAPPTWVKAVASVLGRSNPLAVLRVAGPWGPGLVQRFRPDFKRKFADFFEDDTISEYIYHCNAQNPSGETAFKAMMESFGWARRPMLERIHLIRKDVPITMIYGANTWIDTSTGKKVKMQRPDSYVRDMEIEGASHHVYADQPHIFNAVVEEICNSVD
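Assay system: wild-type mouse ABHD4 protein; compound: single nominal dose of 8.92 µM, 0.89% DMSO final; schedule: 45 min + 60 min at 25 °C; measured by: FP readout, ex 525 nm / em 598 nm; evaluation: % inhibition of FP-Rh probe binding versus controls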
LEDGF integ inh: blockers of LEDGF/p75-dependent integrase strand transfer – biochemical, TR-FRET, high throughput, primary screen. HIV-1 integrase (with human LEDGF/p75). hit rate 0.64% among 370,000. inhibition, % at 3.7 µM. TR-FRET IN-LEDGF/p75 DNA integration, Eu/Cy5;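 active = inhibition above the screen-wide mean plus 3 SD, cut at about 13% in these data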;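 note: signal is the Cy5 over europium emission ratio at 671 and 618 nm; 0% = plate median of compound wells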
DDE Tn7 FP inh: inhibitors of Tn7 peptide binding to fibrin DD(E), primary screen, biochemical, fluorescence polarization, human fibrin, Tn7 probe; inhibition, % at 8.3 µM; FP displacement of FITC-Tn7 peptide from fibrin DD(E); 0% = median of compound wells per plate; Fibrinogen beta chain (Homo sapiens), P02675; AID 720508, 2013; hit rate 0.13% among 370,000;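 active = inhibition above the mean of compounds falling within the control limits plus 3 SD of them, cut at about 14% in these data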;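 note: 0% = plate median of compound wells and 100% = 10 µM Aha-Tn7 peptide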
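Assay system: Fibrin-DD(E) protein isolated from polymerized human fibrin clots; read-out basis: percent inhibition; medium: Tris/NaCl/CaCl2 buffer, pH 7.8; signal: FP measurement; incubation: 10 min plus 3 h, room temperature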
Numbers without * were called inactive; nt = not tested or not shown.

1: COC(=O)c1cccc(Cn2ccc3ccc(-c4ccc5ccn(C(=O)c6ccccc6)c5c4)cc32)c1
2: Cc1ccnc(SCCn2c(N3CC(C)CC(C)C3)nc3c2c(=O)n(C)c(=O)n3C)n1 (centres undefined)
3: Cc1ccc(C(=O)N2CCC(n3nccc3NC(=O)c3ccccc3C)CC2)cn1
4: O=C(Cc1c[nH]c2ccccc12)NCc1ccc2c(c1)OCO2
5: COc1cc(CNc2nc3ccccc3n2C)cc(OC)c1OC
6: CC(NC(=O)c1cc(S(=O)(=O)N(C)C)ccc1N1CCCC1)C1CC2CCC1C2 (centres undefined)
7: c1ccc2c(c1)oc1c(NCC3CCCO3)ncnc12 (centres undefined)
8: O=C(COc1ccc(C(=S)N2CCOCC2)cc1Cl)Nc1ccccc1Cl

Assay by compound	1	2	3	4	5	6	7	8
UHRF1 binding	-2	-2	-3	-1	3	6	-3	1
TDP2 inh	2	4	1	-8	-2	-7	-12	-11
HTRA1 inh	nt	3	3	1	-7	-4	1	-8
PRMT1 inh	1	-7	-1	1	3	4	2	5
TCR-CD3 inh	nt	4	4	1	1	-8	9	9
PG9 binder	nt	-2.5	-1.8	-1.6	-1.3	0.7	-3.9	-1.2
SIAE inh	-3	3	7	7	1	5	-1	0
mABHD4 FP	-3	-2	0	0	-9	4	1	-2
LEDGF integ inh	-2	1	2	-4	-2	-3	1	7
DDE Tn7 FP inh	3	-1	8	1	6	0	3	-7

9: CC(OC(=O)c1cccc(S(=O)(=O)N2CCCCC2)c1)C(=O)NC1CCCCC1C (centres undefined)
10: C[C@H](CO)N1C[C@H](C)[C@@H](CN(C)S(C)(=O)=O)Oc2ccc(NC(=O)Cn3cnnn3)cc2C1=O
11: COc1ccc(/C=C(\C#N)C(=O)N=CN(C)C)cc1
12: S=c1nc(NCc2cccc(Cl)c2)c2ccccc2[nH]1
13: CCOc1cc(-c2noc(N)c2C#N)cc(OCC)c1OCC
14: CCCCCn1c(=O)c(Cc2ccccc2)c(O)c2ccccc21
15: CN(C)S(=O)(=O)N1CCC(Oc2ccc(C(=O)NCC(C)(C)CO)cc2)CC1
16: CC(NC(=O)C(=O)c1cn(CC(=O)N2CCCC2)c2ccccc12)c1ccccc1 (centres undefined)

Assay by compound	9	10	11	12	13	14	15	16
UHRF1 binding	1	-1	1	0	3	1	-1	0
TDP2 inh	-9	10	-3	9	-9	-1	4	4
HTRA1 inh	-4	0	5	-7	-12	3	4	4
PRMT1 inh	-3	-1	3	0	8	0	-5	-3
TCR-CD3 inh	1	10	-3	-1	1	0	2	7
PG9 binder	0.5	-1.8	-0.9	-1.8	0.1	0.5	-0.9	0.9
SIAE inh	-6	6	2	-1	-12	6	8	1
mABHD4 FP	3	5	4	0	-33	1	0	-1
LEDGF integ inh	1	-2	0	2	3	-5	4	2
DDE Tn7 FP inh	12	0	-2	-5	3	4	-4	3

17: C=CCNC(=O)C1CCN(c2ccc(S(=O)(=O)N3CCOCC3)cc2Cl)CC1
18: COc1cccc(C(O)c2nc(-c3cccc(NC(C)=O)c3)cs2)c1 (centres undefined)
19: COc1ccc(/C=C(/Sc2nnc(-c3ccc(Cl)cc3)o2)C(=O)O)cc1
20: CN(C(=O)COC(=O)CCC1CCCCC1)c1c(N)n(Cc2ccccc2)c(=O)[nH]c1=O
21: Cc1cn([C@H]2C[C@H](O)[C@@H](CNC(=O)[C@@H]3C[C@H](F)CN3)O2)c(=O)[nH]c1=O
22: N#Cc1ccccc1OCC(=O)OCC(=O)c1c[nH]c2ccccc12
23: O=[N+]([O-])c1ccc(O)c(/C=N/n2c(CO)nc3ccccc32)c1
24: COc1cc2cc(CN(CCCN3CCOCC3)Cc3nnnn3Cc3ccccc3)c(=O)[nH]c2cc1OC

Assay by compound	17	18	19	20	21	22	23	24
UHRF1 binding	3	-1	0	1	4	0	-1	0
TDP2 inh	-14	1	2	-6	1	-11	-10	-15
HTRA1 inh	-1	nt	1	0	1	-15	4	3
PRMT1 inh	-5	2	13	1	4	-2	-1	5
TCR-CD3 inh	9	-1	-1	-1	0	-4	-5	0
PG9 binder	-0.8	-1.2	-0.2	0.7	0.7	-3.3	-2.2	-1.5
SIAE inh	-15	-6	-6	0	1	1	1	-3
mABHD4 FP	-13	0	6	8	-9	-5	4	-6
LEDGF integ inh	2	2	-3	-3	-4	2	-1	3
DDE Tn7 FP inh	1	-1	-3	-1	12	-7	5	1

25: Cc1cccc(N2CCN(Cc3nc(CC4CC4)no3)CC2)n1
26: O=C(NCc1cccs1)C(=O)c1cn(CC(=O)N2CCCC2)c2ccccc12
27: CC(C)Cn1c(=O)cc(N2CCN(c3cccc(C(F)(F)F)c3)CC2)[nH]c1=O
28: O=C(O)CCCNS(=O)(=O)c1ccc(NCc2ccccc2)c(C(=O)O)c1
29: CCSc1nc(C)c(C)c(=O)[nH]1
30: Cc1c(C#N)c2ccccc2n1CC(=O)N1CCCC1
31: O=C(CN1C(=O)c2ccccc2C1=O)N1CCN(C(=O)c2ccco2)CC1
32: CC1CN(Cc2cnc(Cl)s2)CC(C)O1 (centres undefined)

Assay by compound	25	26	27	28	29	30	31	32
UHRF1 binding	3	0	-1	7	1	2	-3	2
TDP2 inh	-8	6	0	2	5	-10	7	-2
HTRA1 inh	5	-2	nt	-3	2	2	-1	3
PRMT1 inh	-3	-5	-1	3	4	1	2	-2
TCR-CD3 inh	1	0	nt	1	-1	1	-2	-3
PG9 binder	-3.1	-2.7	nt	0.3	-1.6	-3.5	-0.4	-1.4
SIAE inh	1	-3	-4	1	1	0	-1	1
mABHD4 FP	-4	-1	1	0	-1	-1	-5	1
LEDGF integ inh	2	1	1	5	1	-3	-2	2
DDE Tn7 FP inh	-3	-2	-9	5	1	-5	2	-4

33: COc1cc(CNc2ncnc3c2ncn3[C@H]2CN(Cc3cccc(C(F)(F)F)c3)C[C@@H](CO)O2)cc(OC)c1OC
34: COc1ccccc1CNC(=O)C/C(C)=N/NC(=O)Cc1ccccc1
35: COc1ccc(S(=O)(=O)N2CCN(C(=O)CSC(=S)N3CCCC3)CC2)cc1
36: CN(CC(=O)NCCCN1CCOCC1)S(=O)(=O)c1ccc(Cl)cc1
37: Cc1ccc(N/N=C(/Sc2nnnn2-c2ccccc2)C(=O)c2ccccc2)cc1
38: Nc1nc(N2CCCCC2)c2ncn(C3OC(CO)C(O)C3O)c2n1 (centres undefined)
39: CC(NCc1cccnc1)c1ccccc1 (centres undefined)
40: CCn1cc(C(=O)NCCc2ccccc2)c(=O)c2cc(F)c(N3CCN(C)CC3)cc21

Assay by compound	33	34	35	36	37	38	39	40
UHRF1 binding	2	-3	-1	3	-5	6	0	2
TDP2 inh	-9	6	6	-7	4	-10	10	3
HTRA1 inh	nt	5	-2	-2	2	6	11	2
PRMT1 inh	-4	0	4	4	11	9	0	2
TCR-CD3 inh	-16	-2	9	-5	-2	-8	12	-5
PG9 binder	1.6	1.2	-2.4	0.1	-0.9	0.1	0.2	-0.3
SIAE inh	-2	-17	0	-1	6	-2	1	-4
mABHD4 FP	-18	-1	-1	-1	-1	-13	1	13
LEDGF integ inh	5	1	1	1	-2	2	1	4
DDE Tn7 FP inh	-13	5	-1	3	7	-2	7	4

Part of the list above, with two lines to a compound:
Below each SMILES: UHRF1 binding	TDP2 inh	HTRA1 inh	PRMT1 inh	TCR-CD3 inh	PG9 binder	SIAE inh	mABHD4 FP	LEDGF integ inh	DDE Tn7 FP inh
28) O=C(O)CCCNS(=O)(=O)c1ccc(NCc2ccccc2)c(C(=O)O)c1
  7	2	-3	3	1	0.3	1	0	5	5
29) CCSc1nc(C)c(C)c(=O)[nH]1
  1	5	2	4	-1	-1.6	1	-1	1	1
30) Cc1c(C#N)c2ccccc2n1CC(=O)N1CCCC1
  2	-10	2	1	1	-3.5	0	-1	-3	-5
31) O=C(CN1C(=O)c2ccccc2C1=O)N1CCN(C(=O)c2ccco2)CC1
  -3	7	-1	2	-2	-0.4	-1	-5	-2	2
32) CC1CN(Cc2cnc(Cl)s2)CC(C)O1 (centres undefined)
  2	-2	3	-2	-3	-1.4	1	1	2	-4
33) COc1cc(CNc2ncnc3c2ncn3[C@H]2CN(Cc3cccc(C(F)(F)F)c3)C[C@@H](CO)O2)cc(OC)c1OC
  2	-9	nt	-4	-16	1.6	-2	-18	5	-13
34) COc1ccccc1CNC(=O)C/C(C)=N/NC(=O)Cc1ccccc1
  -3	6	5	0	-2	1.2	-17	-1	1	5
35) COc1ccc(S(=O)(=O)N2CCN(C(=O)CSC(=S)N3CCCC3)CC2)cc1
  -1	6	-2	4	9	-2.4	0	-1	1	-1
36) CN(CC(=O)NCCCN1CCOCC1)S(=O)(=O)c1ccc(Cl)cc1
  3	-7	-2	4	-5	0.1	-1	-1	1	3
37) Cc1ccc(N/N=C(/Sc2nnnn2-c2ccccc2)C(=O)c2ccccc2)cc1
  -5	4	2	11	-2	-0.9	6	-1	-2	7

(list continues)
41: CCc1cccc(C)c1N1C(=O)CC(C)(C)CC1=O
42: O=C(N/N=C/c1ccc(Cl)cc1)C(=O)N1CCCCCC1
43: COc1ccc(C(=O)N/C(=C\c2ccc([N+](=O)[O-])cc2)C(=O)NC(CCSC)C(=O)O)cc1 (centres undefined)
44: Cc1ccc(NC2=NCC(=O)N2CCc2ccccc2)cc1C
45: CCOC(=O)C1C(=O)C=C(c2ccc(C)cc2)CC1c1ccccc1 (centres undefined)

Assay by compound	41	42	43	44	45
UHRF1 binding	3	27*	0	-3	1
TDP2 inh	-18	12	1	3	-13
HTRA1 inh	10	0	5	-4	-23
PRMT1 inh	-2	-2	1	0	-2
TCR-CD3 inh	-3	7	5	0	3
PG9 binder	-0.7	-1.6	-1.1	-1.0	-0.6
SIAE inh	7	3	0	7	6
mABHD4 FP	6	-4	15	4	-9
LEDGF integ inh	1	0	-1	-1	8
DDE Tn7 FP inh	5	-6	0	1	-9
